# Hck Nef HTS: blocks Nef-activated human Hck kinase; P08631; Recombinant Hck-YEEI plus Nef, Z-Lyte FRET kinase assay; inhibition, % at 20 µM; actives 0.68% (n = 220,000); AID 463187;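 active = Hck-Nef kinase inhibition above about 50%, limit read from the data; inactive = inhibition below that limit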;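 also: 0% = DMSO with Hck plus Nef and 100% = Hck alone without Nef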
# EP2 mod: modulators of human EP2 prostaglandin E2 receptor | P43116 | EP2-expressing cells, cAMP HTRF FRET, PGE2 co-stimulation | induction, % at 25 µM | actives 0.83% (n = 260,000) | AID 940;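 active = compounds whose cAMP rise, as percent of the full-agonist control response, exceeds 60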;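 also: rat C6 glioma line stably carrying human EP2 under a CMV promoter; the protocol text gives 20 µM as final concentration; 100% = response of wells given 1 µM PGE2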
# Runt-CBFb FRET: Runt domain-CBFb interaction inhibition; Cerulean-Runt/Venus-CBFb FRET ratio 530/480, 1 h; AID 1496; actives 0.46% (n = 220,000); inhibition, % at 20 µM;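 active = inhibition over about 50% at 20 µM in the single-dose screen, limit read from the data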;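 also: 0% = DMSO wells and 100% = excess unlabeled CBFb competitor control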
#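 Measured by: fluorescence energy transfer, 422 nm excitation, 530/480 nm emission; Assay system: Cerulean-Runt domain; Medium: Tris pH 7.5 buffer with BSA; Measure: loss of energy transfer signal; Controls: 5 µM unlabeled CBFb as full-inhibition high control; Incubation: protein complex preformed 1 h, compound exposure 1 h, room temperature, dark.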
# TNF necrop inh: blocks TNF-alpha induced death of Jurkat FADD-/- cells; activation (protection from cell death), % at 10 µM; Jurkat FADD-/- TNF necroptosis rescue, ATP luminescence, 24 h; 0 = TNF only, 100 = no-TNF cells; actives 0.068% (n = 220,000);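 active = activation, meaning protection from cell death, of at least 50% relative to plate controls; inactive = activation below 50%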;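 also: necroptosis triggered by 40 ng/mL TNF-alpha added together with compound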
# PERK inh: inhibitors of human PERK kinase | CHO PERK-DD fusion, SEAP luminescence translation reporter | inhibition, % at 5.6 µM | actives 0.17% (n = 220,000) | AID 1416;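 active = inhibition above the mean inhibition of all tested compounds plus 3 SD, set separately per screening campaign, cut at about 2.9% in these data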;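 also: PERK kinase domain activated by AP20187 dimerizer at 100 nM; 0% = DMSO with dimerizer and 100% = rapamycin at 8.4 µM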
# Target sequence (Q9NZJ5 whole entry, looked up, the tested form may be a part): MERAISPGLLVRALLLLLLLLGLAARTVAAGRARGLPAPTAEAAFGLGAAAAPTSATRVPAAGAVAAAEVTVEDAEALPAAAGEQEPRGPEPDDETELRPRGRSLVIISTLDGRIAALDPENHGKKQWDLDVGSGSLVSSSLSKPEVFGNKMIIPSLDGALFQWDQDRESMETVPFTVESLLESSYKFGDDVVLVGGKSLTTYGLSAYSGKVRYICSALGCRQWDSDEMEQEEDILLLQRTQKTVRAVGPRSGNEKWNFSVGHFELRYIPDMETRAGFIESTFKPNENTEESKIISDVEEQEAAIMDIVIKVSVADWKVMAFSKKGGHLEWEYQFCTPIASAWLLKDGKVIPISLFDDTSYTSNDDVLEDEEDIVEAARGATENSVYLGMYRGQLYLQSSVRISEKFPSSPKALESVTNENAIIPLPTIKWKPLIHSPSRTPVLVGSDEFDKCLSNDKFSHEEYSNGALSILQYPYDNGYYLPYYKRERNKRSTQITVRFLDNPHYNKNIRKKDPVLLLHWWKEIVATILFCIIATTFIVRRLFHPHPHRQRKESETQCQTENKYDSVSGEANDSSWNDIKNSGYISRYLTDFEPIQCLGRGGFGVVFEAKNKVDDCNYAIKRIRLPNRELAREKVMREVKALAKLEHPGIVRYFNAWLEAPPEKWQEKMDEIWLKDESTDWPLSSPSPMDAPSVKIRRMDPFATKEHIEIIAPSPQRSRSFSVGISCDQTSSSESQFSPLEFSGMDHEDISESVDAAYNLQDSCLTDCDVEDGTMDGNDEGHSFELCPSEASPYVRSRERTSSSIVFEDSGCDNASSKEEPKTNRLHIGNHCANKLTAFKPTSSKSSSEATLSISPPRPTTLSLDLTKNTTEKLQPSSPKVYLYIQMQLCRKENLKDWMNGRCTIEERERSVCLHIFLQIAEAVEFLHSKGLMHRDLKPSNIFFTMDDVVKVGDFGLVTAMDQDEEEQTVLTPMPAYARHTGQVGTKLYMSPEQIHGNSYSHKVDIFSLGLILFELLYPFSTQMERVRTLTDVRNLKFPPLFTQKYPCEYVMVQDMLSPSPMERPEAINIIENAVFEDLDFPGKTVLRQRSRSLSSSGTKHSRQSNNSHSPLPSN
# L929 necroptosis: blocks zVAD induced death of L929 cells | L929 zVAD necroptosis rescue, ATP luminescence, 24 h; with zVAD 60 µM | viability rescue, % at 10 µM | actives 0.38% (n = 220,000) | AID 1377;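 active = activation, scaled between plate controls, above about 75%, limit read from the data; inactive = activation under that limit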;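 also: 0% = zVAD with DMSO and 100% = DMSO alone without zVAD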
# Runt-SMMHC FRET: blocks binding of human RUNX1 Runt domain to CBFb-SMMHC; Q01196+Q13951; Cerulean-Runt/Venus-CBFb-SMMHC FRET ratio 530/480, 1 h; inhibition, % at 20 µM; actives 0.74% (n = 220,000); AID 1434;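 active = mean inhibition across duplicate retests at 20 µM reaching about 50%, limit read from the data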;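 also: 0% = DMSO wells and 100% = wells with excess untagged CBFb-SMMHC; inhibitors lower the FRET ratio by blocking Runt binding to CBFb-SMMHC; some results filed as inactive read as strong as hits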
# PGE2 EP2 inh: EP2 receptor (human) inhibition | actives 0.52% (n = 260,000) | AID 1422 | inhibition, % at 25 µM | C6 glioma cells expressing human EP2, cAMP TR-FRET; cells stimulated with saturating PGE2;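 active = percent inhibition above 40 after rounding to a whole number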;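 also: rat C6 glioma host cells with rolipram phosphodiesterase inhibitor present; the protocol text gives 20 µM as final concentration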
# RBBP9 inh: human RBBP9 hydrolase inhibition | O75884 | recombinant RBBP9, FP-Rh probe fluorescence polarization | inhibition, % at 7.94 µM | actives 0.2% (n = 220,000);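 active = inhibition above the campaign mean of all tested compounds plus 3 SD, cut at about 14% in these data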;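 also: plate controls were DMSO wells with RBBP9 for no effect and wells lacking RBBP9 protein for full effect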
#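 System: RBBP9 protein | Quantity: 2.5 µM RBBP9 dispensing solution, before mixing | Reagent: FP-Rh probe, 375 nM dispensing solution | Timing: Enzyme-compound preincubation 30 min, then probe labeling 45 min, 25 °C | Measured by: Fluorescence polarization | Read-out: % inhibition | Replication: One well per compound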
# Numbers without * were called inactive; x = no result given; & = joins results of further samples. The list is partial. The share of hits here may be higher or lower than overall.
SMILES,Hck Nef HTS,EP2 mod,Runt-CBFb FRET,TNF necrop inh,PERK inh,L929 necroptosis,Runt-SMMHC FRET,PGE2 EP2 inh,RBBP9 inh
O=C(Cc1c(F)c(F)c(F)c(F)c1F)OC12CC3CC(C1)C(=O)C(C3)C2,-5,10,-3,2.0,1.2,0.5,-1,5,2
Cc1ccc(NC(=O)Cn2cccc2)cc1C,0,-18,-1,1.5,-0.3,-0.1,-5,2,-1
O=C(COC(=O)c1ccccc1Nc1ccccc1F)c1ccccc1,17,40,1,3.1,0.7,1.9,3,6,-11
COc1ccccc1Cc1nnnn1CC(=O)O,-1,5,-1,-0.7,1.0,0.4,0,2,3
CN(C)c1ccc(NC(=O)N2CCOCC2)cc1,7,-7,2,-3.0,1.1,-0.1,7,6,1
CCCNC(=O)COC(=O)CCC(=O)c1cccs1,-1,-3,-1,0.6,0.3,0.0,3,5,-11
COc1ccc(CC(=O)OCC(=O)c2ccc(OC)cc2)cc1,1,-19,-2,1.4,1.9,2.0,0,20,-5
COc1cc(C(=O)OCC(=O)c2cc(C)n(C)c2C)cc(OC)c1OC,0,-9,-1,-4.9,-0.6,-0.1,-8,12,-6
CCNc1nc(NC(C)(C)C)nc(N2CCCC2)n1,15,31,-1,-1.8,0.1,-0.7,2,x,3
CN(C)/C=N/C(=S)Nc1ccccc1,-12,-24,0,-0.7,0.8,-0.6,-2,5,-6
Nc1nonc1C(=O)NCCNc1ccc([N+](=O)[O-])cc1,5,-48,0,1.8,1.3,0.8,-3,6,-4
Cc1ccccc1OCC(=O)Nc1ccc(S(=O)(=O)Nc2ccccn2)cc1,3,-5&21,2,1.3,0.4,5.9,-3,11&4,-5
Cc1cc(C)n(C(=O)c2ccc(S(=O)(=O)N3CCCC3)cc2)n1,9,10,1,0.0,0.4,0.4,2,13,-8
N#CCCSCc1ccc(C(=O)O)o1,7,12,1,-1.3,0.8,-0.9,3,4,-8
O=C(Cc1ccc(-n2c(=O)c3sccc3n(CC(=O)Nc3ccccc3)c2=O)cc1)NCc1ccco1,19,-1,-2,0.4,0.1,5.2,-2,3,-6
CCCCCOC(=O)c1ccc(N2C(=O)C3C4C=CC(C4)C3C2=O)cc1 (stereo not given),-1,-8,-3,0.0,-1.9,0.2,-8,10,-5
CC(=O)NC(C)C(=O)OCc1ccc(Cl)cc1Cl (stereo not given),1,-1,0,-0.6,1.0,1.0,-4,6,-9
Cn1c(CN2CCCCC2)nc2cc(NC(=O)c3ccccc3Cl)ccc21,0,7,1,-0.6,0.4,0.6,2,9,0
Brc1ccc(OCCCN2CCOCC2)cc1,3,10,3,1.5,-0.1,1.0,0,12,4
O=c1cc(O)c(-c2ccccc2)c(Cl)[nH]1,2,23,2,1.2,-0.2,-0.5,-2,11,-2
Brc1ccc(-c2noc(COc3ccc4c(c3)CCC4)n2)o1,1,-6,-2,2.5,1.0,-0.1,-2,12,-1
COc1cccc2c3c(c(C)nc12)CC(C)O3 (stereo not given),1,-4,2,-1.4,0.4,-0.4,0,11,1
Cc1c(Cl)c(-c2n[nH]c(=S)n2-c2ccccc2)nn1C,0,34,8,-0.2,0.9,0.5,-2,10,-6
CCOC(=O)Cc1nc2ccccc2o1,22,14,-1,2.4,0.9,1.0,1,14,5
O=C(CC1C(=O)NCCN1CC1CCCCC1)NCc1ccc(Cl)cc1 (stereo not given),21,4,-2,-1.6,-0.5,0.7,-3,8,-4

# Shown as labelled records: entries from further up.
CN(C)/C=N/C(=S)Nc1ccccc1
  Hck Nef HTS = -12
  EP2 mod = -24
  Runt-CBFb FRET = 0
  TNF necrop inh = -0.7
  PERK inh = 0.8
  L929 necroptosis = -0.6
  Runt-SMMHC FRET = -2
  PGE2 EP2 inh = 5
  RBBP9 inh = -6

Nc1nonc1C(=O)NCCNc1ccc([N+](=O)[O-])cc1
  Hck Nef HTS = 5
  EP2 mod = -48
  Runt-CBFb FRET = 0
  TNF necrop inh = 1.8
  PERK inh = 1.3
  L929 necroptosis = 0.8
  Runt-SMMHC FRET = -3
  PGE2 EP2 inh = 6
  RBBP9 inh = -4

# Next structures
SMILES,Hck Nef HTS,EP2 mod,Runt-CBFb FRET,TNF necrop inh,PERK inh,L929 necroptosis,Runt-SMMHC FRET,PGE2 EP2 inh,RBBP9 inh
CCCCn1c(-c2c(Cl)c(C)nn2C)n[nH]c1=S,-11,0,x,0.0,0.8,0.0,0,8,-9
COc1cc(/C=C(\C#N)c2ccccn2)cc(OC)c1O,-2,-16,-52,-10,0.4,1.3,-146,4,5
O=C(COc1ccccc1)Nc1nnc(-c2ccc(Cl)s2)o1,0,-6,3,0.9,0.8,1.3,4,10,-2
O=C(Cn1nc(-c2ccccc2)ccc1=O)NCC1COCCO1 (stereo not given),-24,7,0,-1.7,1.6,-0.1,0,9,6
CCOc1ccc(NC(=O)CC2C(=O)N(c3ccccc3)C(=O)N2Cc2ccccn2)cc1 (stereo not given),1,-2,2,-0.7,-0.7,0.3,0,5,4
CCOC(=O)c1nc(C)c(C(C)=O)s1,26,-26,-1,1.1,x,0.1,-39,11,x
Cc1c(OCc2ccc([N+](=O)[O-])cc2)ccc2c3c(c(=O)oc12)CCC3,5,-7,-1,1.5,1.3,1.6,-2,8,-6
Cc1noc(C)c1C(=O)NCCCc1ccccc1,-9,25,2,3.6,-1.3,-0.8,9,6,-3
Cc1nc2ccccc2n1CC(=O)NN,-14,2,0,1.3,0.0,0.6,3,2,-9
COc1cccc(C(=O)NC(=S)Nc2ccc(Cl)cc2C(=O)O)c1,16,-34,16,-1.5,1.4,-0.5,1,18,2
CCN(CC)C(=O)c1c(C)[nH]c(=S)c(C#N)c1-c1ccco1,25,18,31,0.2,2.3,-0.7,32,7,1
COc1ccc(NCc2nnc(SCC(=O)Nc3ccccc3OC)o2)cc1,1,-4,1,-1.1,-0.5,0.0,-2,6,1
COc1cccc(N/C(N)=N/c2nc(C(F)(F)F)cc(=O)[nH]2)c1,2,-4,-1,1.6,1.1,0.4,-1,6,3
O=C(/C=C/c1cccc([N+](=O)[O-])c1)NCCSCc1ccc(Cl)cc1,0,-92,0,1.7,0.8,1.1,-2,4,-4
COc1ccccc1/C=C(/CC(=O)NCc1ccc2c(c1)OCO2)c1nc2ccccc2s1,2,51,2,-0.6,-0.9,-0.2,0,7,-17
O=C(COc1ccccc1)NCC(=O)N/N=C/c1cc(Br)ccc1OCc1ccccc1,3,-9,-3,4.1,-1.3,2.4,-1,5,-23
O=C(NCc1ccco1)c1ccc(Cn2c(=O)c3ccccc3n(Cc3cccc(F)c3)c2=O)cc1,0,8,2,-1.2,-0.9,1.4,-1,11,-6
COc1cnc(-c2ccccn2)nc1Sc1ccc(C)cc1,17,4,0,-1.8,-0.6,2.2,1,4,-3
COc1ccc(CCNS(=O)(=O)c2ccc(C3CNC(=O)C3)cc2)cc1OC (stereo not given),14,-4,-1,-0.8,1.2,-1.5,-7,3,-5
COc1cccc(CNc2cccc(C(F)(F)F)c2)c1O,-3,-22,-1,0.3,1.0,0.7,0,7,6
O=C(CCc1nc(-c2ccccc2)no1)NCCc1ccccc1,0,-9,-2,-0.6,1.8,0.0,-2,8,-6
CN1CCN(Cc2c(O)ccc3occ(C(=O)c4ccccc4)c23)CC1,1,1,2,0.7,-0.8,1.6,2,8,5
Cc1cc(SCC2=NNC(=O)C2)c(Cl)cc1Cl,-4,-37,1,-1.0,-0.2,-0.1,0,4,-14
C=CCNC(=O)NC(=O)COC(=O)C(C)Oc1ccc(Cl)cc1Cl (stereo not given),20,16,1,0.7,1.6,2.2,2,8,1
CC(C)(C)C(=O)C(Cc1ccccc1Cl)n1cncn1 (stereo not given),2,2,0,0.6,-0.4,1.1,-4,6,7

# Following part.
SMILES,Hck Nef HTS,EP2 mod,Runt-CBFb FRET,TNF necrop inh,PERK inh,L929 necroptosis,Runt-SMMHC FRET,PGE2 EP2 inh,RBBP9 inh
COc1ccc(CC(=O)Nc2cccc(-c3ccc4nnc(C)n4n3)c2)cc1,24,-23,-2,-4.4,0.0,65,0,2,-12
COc1ccc(NC(=S)N2CCN(C(c3ccccc3)c3ccccc3)CC2)cc1OC,-1,32,-2,0.8,-1.5,-0.7,-5,6,-4
CC(C)(C)NC(=O)CSc1nc2ccccc2c(=O)[nH]1,23,-12&31,2,1.3,0.4,-0.1,4,4&6,-7
O=C(Cn1cncn1)N/N=C/c1ccccc1O,5,4,5,4.0,1.8,1.5,2,7,2
CCCN(Cc1cc2ccc(C)cc2[nH]c1=O)C(=O)c1ccccn1,1,-21,0,-2.4,0.0,0.3,4,9,-3
CC(OC(=O)c1cc(Cl)ccc1[N+](=O)[O-])C(=O)NC(C)c1ccc(F)cc1 (stereo not given),1,5,-1,3.6,0.0,-0.1,-1,14,-4
CC(C)CNC(=S)N1CCN(C)CC1,-1,6,0,-1.1,0.9,0.2,-7,3,-2
CCOC(=O)N1CCC(N(CCN(C)C)C(=S)Nc2ccc(OCC)cc2)CC1,21,11,7,-0.4,0.5,0.4,4,6,-8
CC1(C)C(N(O)C(=O)Nc2ccc(Cl)cc2)N(c2ccc(Cl)cc2)C(=O)N1CC(=O)NN (stereo not given),-1,-1,2,1.0,-0.6,-0.3,-2,-2,-20
CCO[C@@H]1OC(C(=O)N2CCN(C)CC2)=C[C@H](c2coc3ccccc3c2=O)[C@H]1CCCO,3,-14,0,-1.0,0.3,-0.1,1,6,-6
CCOC(=O)C1(CCc2ccccc2)CCN(C(=O)C2CCCO2)CC1 (stereo not given),-6,23,-1,0.2,0.3,-0.8,-2,6,-8
OC(COc1ccc2ccccc2c1Br)Cn1ccnc1 (stereo not given),0,-6,-2,-2.5,0.7,0.4,-2,11,-4
Cc1sc2nc(COC(=O)C(NC(=O)c3ccc(Cl)cc3Cl)C(C)C)[nH]c(=O)c2c1C (stereo not given),1,15,-8,4.8,0.4,0.2,-32,4,-6
Cc1ccc(NC(=O)COC(=O)CSC(=S)N2CCOCC2)cc1,21,19,2,0.9,1.0,2.4,2,6,-5
N#C/C(=C(O)\C=C\c1ccccc1)c1nc2ccccc2[nH]1,34,-40,-92,0.8,0.3,1.0,-84,2,-2
O=C(CN1C(=O)S/C(=C/c2cccs2)C1=O)N1CCOCC1,1,-18,2,-0.3,0.2,0.9,-6,14,8
Cc1ccc(NC(=O)N(CCC(=O)O)Cc2ccccc2)cc1,15,-14,0,-1.5,0.5,0.2,-2,11,-6
COC(=O)c1cc(C(=O)OC)cc(-n2c(C)cc(C=O)c2C)c1,-6,33,-2,-0.9,1.3,1.8,-2,3,-10
Oc1c(C(c2ccccc2Cl)N2CCCC2)ccc2cccnc12 (stereo not given),31,-21,4,-6.9,-1.1,0.1,0,3,-4
OC(COc1ccc(OCc2ccccc2)cc1)CN1CCOCC1 (stereo not given),0,-17,0,0.1,0.8,0.4,-6,7,-11
COc1ccccc1NC(=O)CCN1C(=O)c2ccccc2S1(=O)=O,7,-11,1,-0.1,0.8,1.2,0,17,4
COC(=O)C1=C(C)N(C)C(=O)/C1=C\c1cccs1,10,-6,1,-2.4,0.2,0.3,-5,14,-5
